Screening results: PubChem, The Scripps Research Institute Molecular Screening Center
Tn7 DDE FP = inhibitors of Tn7 peptide binding to fibrin DD(E), primary screen, biochemical, fluorescence polarization, human fibrin, Tn7 probe. Fibrinogen beta chain (Homo sapiens), P02675. FP displacement of FITC-Tn7 peptide from fibrin DD(E); 0% = median of compound wells per plate. inhibition, % at 8.3 µM. actives 0.13% (n = 370,000);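 active = inhibition above the mean of compounds falling within the control limits plus 3 SD of them, cut at about 14% in these data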;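 note: 0% = plate median of compound wells and 100% = 10 µM Aha-Tn7 peptide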
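Assay system: human fibrin DD(E) protein / Input: 2 µM fibrin DD(E) / Benchmarks: high control of 10 µM Aha-Tn7 peptide / Measured by: fluorescence polarization of the labelled Tn7 tracer / Medium: Tris buffer with calcium and detergent, pH 7.8 / Timing: 10 min compound pre-incubation, 3 h probe incubation at room temperature / Repeats: one replicate per compound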
PG9 Ab binder = binders of HIV-1 gp120 antibody PG9, primary screen, biochemical, TR-FRET | HIV-1 gp120 / PG9 antibody interaction | TR-FRET gp120-PG9 antibody binding | inhibition, % at 6.7 µM | actives 0.43% (n = 360,000) | AID 624416, 2012; in the data active = inhibition above about 8.5%
SIAE inh = human SIAE inhibitors, primary screen, biochemical, fluorescence polarization, FP-Rh probe, 1536-well HTS | Sialate O-acetylesterase (Homo sapiens), Q9HAT2 | SIAE FP-Rh probe binding | inhibition, % at 9.66 µM | actives 0.69% (n = 370,000) | AID 1053197, 2014;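 active = inhibition above a cutoff: mean of compounds within the control limits plus 3 SD of those, cut at about 17% in these data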;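 note: 0% = plate median of compound wells and 100% = probe without SIAE protein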
ABHD4 inh = ABHD4 inhibitors, primary screen, biochemical, fluorescence polarization, mouse; (Lyso)-N-acylphosphatidylethanolamine lipase (Mus musculus), Q8VD66; inhibition, % at 8.92 µM; AID 720543, 2013; purified mABHD4, FP-Rh probe fluorescence polarization; actives 0.54% (n = 370,000);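 active = inhibition exceeding the mean over every tested compound plus 3 SD, cut at about 30% in these data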;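 note: 0% = plate median of compound wells and 100% = S159A mutant with DMSO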
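Test system: mouse ABHD4 enzyme, wild type. Reagent: FP-Rh fluorescent activity-based probe, added after compound pre-incubation. Timing: pre-incubation 45 min, probe exposure 60 min, at 25 °C. Technique: FP readout, ex 525 nm / em 598 nm. Benchmarks: high control S159A mutant with DMSO, low control median of compound wells.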
HTRA1 inhibitor = HTRA1 serine protease inhibitors, primary screen, biochemical, fluorescence polarization, HTS; Q92743; recombinant HTRA1, FP-rhodamine activity-based probe; inhibition, % at 5.96 µM; actives 0.5% (n = 340,000); in the data active = inhibition above about 36%;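 note: 0% = enzyme with DMSO and 100% = wells lacking enzyme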
Target sequence (Q92743 whole entry, looked up): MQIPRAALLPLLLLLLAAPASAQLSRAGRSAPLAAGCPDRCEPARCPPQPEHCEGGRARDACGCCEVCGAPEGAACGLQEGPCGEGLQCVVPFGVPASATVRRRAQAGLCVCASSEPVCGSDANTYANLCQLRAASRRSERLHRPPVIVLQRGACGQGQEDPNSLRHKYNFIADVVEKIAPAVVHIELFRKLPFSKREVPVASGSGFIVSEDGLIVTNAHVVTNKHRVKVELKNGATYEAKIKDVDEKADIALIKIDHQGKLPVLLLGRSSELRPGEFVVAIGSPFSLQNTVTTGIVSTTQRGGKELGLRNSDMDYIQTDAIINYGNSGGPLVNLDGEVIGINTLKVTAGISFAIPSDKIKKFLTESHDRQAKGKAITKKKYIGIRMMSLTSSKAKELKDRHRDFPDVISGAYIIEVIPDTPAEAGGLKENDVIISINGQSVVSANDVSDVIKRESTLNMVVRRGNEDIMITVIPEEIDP
UHRF1 binding = UHRF1 methylated DNA binding inhibitors, primary screen, counter-screen for MBD2 inhibitor project, biochemical, TR-FRET, human UHRF1, single concentration | UHRF1 binding to methylated oligo | inhibition, % at 4.4 µM | E3 ubiquitin-protein ligase UHRF1 (Homo sapiens), Q96T88 | actives 0.75% (n = 370,000); in the data active = inhibition above about 21%;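 note: UHRF1 SRA domain binding a hemimethylated CpG hairpin DNA probe; 0% = median of test compound wells and 100% = reference inhibitor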
PRMT1 FP inh = PRMT1 methyltransferase inhibitors, primary screen, biochemical, fluorescence polarization | recombinant PRMT1, activity-based probe fluorescence polarization | inhibition, % at 2.79 µM | actives 1.3% (n = 370,000);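 active = inhibition above about 21% made by adding two undisclosed values, limit read from the data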
Target sequence (Q99873 whole entry, looked up): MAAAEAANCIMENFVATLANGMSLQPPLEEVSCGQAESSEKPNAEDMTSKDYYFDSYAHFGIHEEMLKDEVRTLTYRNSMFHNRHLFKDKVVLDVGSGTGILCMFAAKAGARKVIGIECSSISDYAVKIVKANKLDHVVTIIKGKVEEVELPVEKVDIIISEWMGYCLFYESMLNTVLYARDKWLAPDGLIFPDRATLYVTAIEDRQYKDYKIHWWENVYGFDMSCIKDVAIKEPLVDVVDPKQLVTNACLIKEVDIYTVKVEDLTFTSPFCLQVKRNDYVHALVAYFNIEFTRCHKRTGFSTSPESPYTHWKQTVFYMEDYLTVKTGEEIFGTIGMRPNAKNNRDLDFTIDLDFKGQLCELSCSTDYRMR
TCR CD3 inh = inhibitors of human TCR-CD3 interaction, primary screen, biochemical, fluorescence, TAMRA-labeled TCR probe; actives 0.37% (n = 360,000); T-cell receptor (TCR); inhibition, % at 9.4 µM; AID 651800, 2012; in the data active = inhibition above about 19%;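 note: recombinant mutant TCR 2C K166C tagged with TAMRA read by polarization; 0% = receptor in buffer alone and 100% = receptor with positive control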
TDP2 absorb = human TDP2 enzyme inhibitors, primary screen, biochemical, epi absorbance, recombinant enzyme | Tyrosyl-DNA phosphodiesterase 2 (Homo sapiens), O95551 | T5PNP hydrolysis, p-nitrophenol absorbance 415 nm | inhibition, % at 12.8 µM | actives 0.34% (n = 370,000) | AID 720702, 2013;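 active = inhibition above the mean of all tested compounds plus 3 SD, set per campaign, cut at about 25% in these data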;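 note: 0% = DMSO with enzyme and 100% = buffer with substrate but no TDP2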
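Material: recombinant human TDP2; quantity: TDP2 enzyme at 120 nM final; medium: Tris-HCl pH 7.5 with MgCl2; compound: single concentration, 12.8 µM nominal, with 1% DMSO; incubation: 2 h enzyme incubation at 37 °C; signal: epi absorbance; measure: percent inhibition; benchmarks: high control without enzyme, low control DMSO plus TDP2; repeats: singlicate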
LEDGF integ inh = blockers of LEDGF/p75-dependent integrase strand transfer – biochemical, TR-FRET, high throughput, primary screen. HIV-1 integrase (with human LEDGF/p75). TR-FRET IN-LEDGF/p75 DNA integration, Eu/Cy5. inhibition, % at 3.7 µM. actives 0.64% (n = 370,000);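 active = inhibition above the screen-wide mean plus 3 SD, cut at about 13% in these data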;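 note: signal is the Cy5 over europium emission ratio at 671 and 618 nm; 0% = plate median of compound wells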
* hit, by the source's call; / = no result given.

SMILES	Tn7 DDE FP	PG9 Ab binder	SIAE inh	ABHD4 inh	HTRA1 inhibitor	UHRF1 binding	PRMT1 FP inh	TCR CD3 inh	TDP2 absorb	LEDGF integ inh
COC(=O)c1ccccc1NS(=O)(=O)c1ccc(F)cc1	-2	-0.3	4	-8	7	-1	-2	5	2	0
COCCCN1C(=O)C(O)=C(C(C)=O)C1c1cccc(F)c1 (centres undefined)	-4	-1.1	-5	3	1	-5	-2	3	-3	3
Cc1cc2c(c(SCC(=O)NCCc3ccccc3)n1)C(=O)OC2	-10	-1.4	-2	-5	-8	-2	1	11	9	2
COc1ccc2cc(-c3[nH]ncc3CNCCn3nc(C)cc3C)ccc2c1	-7	-2.0	0	0	-13	0	-2	0	6	-1
CC(=O)Nc1sc2c(c1C(c1ccccc1Cl)N1CCN(CCO)CC1)CCCC2 (centres undefined)	-1	-0.5	2	7	0	-2	3	-5	-4	-8
COc1ccc(C(=O)Nc2cc(-c3nn4c(C)nnc4s3)ccc2C)cc1	2	-0.6	-11	-4	-4	-2	-5	1	-6	3
CN1C(=O)[C@H]2[C@@H](c3ccc(C(F)(F)F)cc3)N[C@]3(CCCN(Cc4cccn4C)C3=O)[C@H]2C1=O	1	-0.1	4	5	-1	-2	2	2	-2	4
CCOc1ccc(S(=O)(=O)NCCC(=O)NCC(c2cccs2)N2CCOCC2)cc1 (centres undefined)	0	-1.5	-6	-11	3	3	-3	6	-14	2
O=C(c1ccc(Cl)cc1)N1C2C=CC(C2)C1(C(F)(F)F)C(F)(F)F (centres undefined)	4	0.5	14	5	-2	-2	-3	1	10	0
CC/C(Cc1ccccc1)=N/NC(=O)c1cccc(Br)c1	2	-0.8	18*	-6	-10	-1	-2	5	0	-1
COc1cc(/C=C/C(=O)N2CCN(C)CC2)cc(S(=O)(=O)N2CCc3ccccc32)c1OC	-1	-0.8	-5	0	-6	1	-1	-4	-10	2
COc1ccccc1NS(=O)(=O)c1cccc(NC(=O)CCNC(=O)c2ccccc2OC)c1	2	-1.5	2	-1	-12	3	1	-1	-1	0
O=C(Nc1ccc2c(c1)OCCO2)c1ccccc1F	7	0.5	-1	1	6	0	1	1	4	-6
Cc1cc2c(NS(=O)(=O)c3ccc(F)cc3)cccc2nn1	2	-1.1	0	-2	/	-4	1	8	10	-4
CCOC(=O)N1CCN(S(=O)(=O)c2ccc(OCC)c(C)c2)CC1	-4	-1.1	0	6	3	2	2	-2	2	-2
CN1CC[C@]2(CCN3CCc4c(oc5ccccc45)[C@@H]3C2)N(C)C1=O	-1	-2.1	-2	-5	4	3	4	-2	-9	-2
c1ccc2c(CCc3ccncc3)cccc2c1	2	0.8	1	4	-10	-3	2	-6	7	-5
N#Cc1cccc(NC(=O)NCCc2c[nH]c3ccccc23)c1	2	0.7	2	-1	4	0	5	-1	14	-2
CC(=O)/C=C(\C)Nc1ccc(-c2cnc(-c3ccccc3)o2)cc1	2	3.6	-3	4	6	-2	4	-9	-9	-7
COc1ccc(C(=O)Nc2ccccc2C(=O)N2CCCCCC2)cc1OC	-1	0.2	-5	-2	10	4	3	-3	-7	-3
O=c1[nH]c(C2CCN(S(=O)(=O)c3ccc([N+](=O)[O-])cc3)CC2)nc2c1nnn2Cc1ccccc1	-3	-1.7	-2	3	-3	-2	3	-3	7	-4
CCn1c(CCCCc2n[nH]c(=S)n2CC)n[nH]c1=S	1	1.0	-2	-2	-2	4	2	-6	-2	-3
COc1ccc2ccccc2c1-c1sc(Nc2ccccc2)n[n+]1-c1ccc(F)cc1	-2	0.9	3	14	0	2	1	-4	-6	0
Cn1c(C(=O)N2CCC(C(=O)N3CCOCC3)CC2)cc2sccc21	-6	-1.3	-2	7	-4	0	4	-7	0	-1
C#CCNC(=O)C1=C[C@@H](c2coc3ccccc3c2=O)[C@H](CCCO)[C@@H](OCC)O1	1	-0.8	-4	-1	-9	2	1	3	0	0
COc1ccc(NC(=S)NC(=O)c2cncc(Br)c2)cc1	-3	-2.8	1	5	6	-1	-6	1	-9	6
O=C(c1cccc(S(=O)(=O)N2CCOCC2)c1)N1CCN(Cc2ccc3c(c2)OCO3)CC1	2	0.1	-2	-2	3	-2	-1	2	16	1
COc1ccc([C@H]2C[C@H](O)[C@@H](n3cc(-c4ccc(F)cc4)nn3)CN2C(=O)C2CCCCC2)cc1	-3	1.9	-4	-10	-14	4	-2	-3	-8	3
COCCCNS(=O)(=O)c1ccc(Oc2ncc(C(F)(F)F)cc2Cl)cc1	-2	0.8	-2	-1	-2	-1	1	1	9	0
COc1cc2nc(CN3CCOCC3)n(CC(=O)NCC(F)(F)F)c(=O)c2cc1OC	-3	-1.6	7	0	-4	0	-3	4	18	-5
CSCCC(NS(=O)(=O)c1ccc(Cl)c(Cl)c1)C(=O)O (centres undefined)	-3	-2.1	4	-8	0	5	-4	-4	-8	5
O=C(C[C@H]1C[C@H](C(=O)N2CCOCC2)[C@@]2(CCC3CCCC3)c3[nH]c4cc(-c5ccco5)ccc4c3CCN2C1=O)NCCN1CCOCC1	-9	0.0	7	8	19	-1	1	10	-8	-1
O=[N+]([O-])c1ccc(N2CCN(S(=O)(=O)Cc3ccccc3)CC2)cc1N1CCOCC1	4	0.0	-2	5	0	-3	-2	2	-11	-1
CCCCCCOC(=O)c1ccc(N)cc1	-8	-0.5	13	4	-2	-2	0	1	-4	2
COc1ccc(CN2CCN(Cc3cccc(OC)c3)C(CCO)C2)cc1 (centres undefined)	-6	1.2	2	-2	0	-2	-2	4	4	0
COC(=O)C1=C(C)N(c2cccc(C)c2)C(=O)/C1=C\c1cccs1	1	-2.4	1	-3	-3	4	1	-6	-11	9

For reference, 3 of the compounds above.
SMILES	Tn7 DDE FP	PG9 Ab binder	SIAE inh	ABHD4 inh	HTRA1 inhibitor	UHRF1 binding	PRMT1 FP inh	TCR CD3 inh	TDP2 absorb	LEDGF integ inh
C#CCNC(=O)C1=C[C@@H](c2coc3ccccc3c2=O)[C@H](CCCO)[C@@H](OCC)O1	1	-0.8	-4	-1	-9	2	1	3	0	0
COc1ccc(NC(=S)NC(=O)c2cncc(Br)c2)cc1	-3	-2.8	1	5	6	-1	-6	1	-9	6
O=C(c1cccc(S(=O)(=O)N2CCOCC2)c1)N1CCN(Cc2ccc3c(c2)OCO3)CC1	2	0.1	-2	-2	3	-2	-1	2	16	1

Following part.
SMILES	Tn7 DDE FP	PG9 Ab binder	SIAE inh	ABHD4 inh	HTRA1 inhibitor	UHRF1 binding	PRMT1 FP inh	TCR CD3 inh	TDP2 absorb	LEDGF integ inh
Cc1ccc(C2/C(=C(\O)c3cnn(-c4ccccc4)c3C)C(=O)C(=O)N2CCN(C)C)o1 (centres undefined)	-3	-0.2	1	2	-10	-3	1	8	4	0
S=c1[nH]nc(-c2n[nH]c3c2CCC3)n1/N=C/C=C/c1ccco1	-5	-1.4	1	14	/	1	5	27*	-7	5
CCC(=O)N1CCc2cc(Br)c(S(=O)(=O)CCC(=O)NCCc3ccccc3)cc21	4	2.5	-2	-7	-3	-2	-5	3	2	3
Cc1csc(NC(=O)C2CCN(S(=O)(=O)c3ccccc3)CC2)n1	6	-1.3	9	2	2	0	2	-1	2	-2
Cc1ccc(NC(=O)C2CCCO2)c(Br)c1 (centres undefined)	10	2.1	-2	1	2	0	-1	-6	6	2
Cc1nc2c3ccccc3n(Cc3ccccc3F)c2s1	2	-0.5	-3	2	-19	-1	2	-3	-2	-6
Nc1cc2c3c(cccc3c1)C(=O)N(CCN1CCCC1)C2=O	5	-13	5	6	-2	-13	11	6	-1	2
CC(=Nc1ccccc1)C1=C(O)CSC1=O	7	-1.6	-1	10	0	-1	8	-1	-1	5
CN(CC(CC(=O)Nc1nncs1)c1ccccc1)S(=O)(=O)c1ccccc1 (centres undefined)	-8	-1.0	-3	3	-6	2	0	0	-1	-5
COc1ccc2oc(C)c(NC(C)=O)c2c1	-3	0.1	3	-3	2	-1	-2	-2	-1	-3
CCOC(=O)c1c(NC(=O)C(F)(OC)C(F)(F)F)sc2c1CCN(C)C2 (centres undefined)	4	-0.8	7	-4	-2	-3	-6	5	-7	2
COc1ccc(OCc2cc(C(=O)N(C)CC3CCCCO3)no2)c(Cl)c1 (centres undefined)	-2	-1.3	0	-7	-3	-1	2	6	5	2
COc1ccccc1-c1nnc(SCC(=O)NC2CCCCC2)n1C	-3	-1.5	2	6	12	-1	-3	-5	-13	5
O=[N+]([O-])c1ccc(Cl)c(CN2CCN(c3ncc(Cc4ccccc4)cn3)CC2)c1	-5	1.2	9	-1	/	3	6	-5	-3	-1
CC1NC(=O)c2ccccc2-n2c1nc1cc(F)ccc1c2=O (centres undefined)	-9	0.3	-3	-13	/	1	-1	-10	-11	0
O=C(Nc1nnc(-c2ccccc2)o1)Nc1ccc(F)cc1F	5	-1.4	-3	-1	-1	3	5	-12	-4	0
Cc1csc(C(C#N)C(=O)c2cc3ccccc3o2)n1 (centres undefined)	2	-3.0	1	21	7	-2	-5	4	-15	-1
COC(=O)C1=C(C)n2nnnc2NC1c1ccc(Cl)cc1 (centres undefined)	2	3.6	4	2	5	4	1	-5	-3	-1
CC(=O)C1=C(C)NC(=O)CC1c1ccccc1Cl (centres undefined)	2	-1.3	-3	2	-2	4	2	4	-3	4
CN(CCc1ccccc1)C(=O)c1ccc(NC(=O)Cc2cccc(NC(=O)C3CCN(C(=O)c4ccccc4)CC3)c2)cc1	2	-1.6	4	-2	-28	1	2	1	0	21*
C1COCCNCCOCCOCCOCCN1	8	-0.4	-1	7	-2	3	0	1	2	2
COc1cc(C(=O)C(O)c2ccc(O)c(OC)c2)ccc1O (centres undefined)	-1	-1.9	12	7	1	0	-2	-1	0	2
Cc1cccc(C)c1NC(=O)CSc1nnc(-c2ccoc2C)n1CCc1ccccc1	-2	-0.6	7	-4	-6	-2	-1	-1	4	-2
Cc1ccc2cc(CCNC(=O)c3cccs3)c(=O)[nH]c2c1	0	0.5	-5	0	-5	1	0	0	2	-3
